Anthrax LF prot – inhibitors of Bacillus anthracis lethal factor protease; P15917; multiplex microsphere protease cleavage assay, LF; inhibition, % at 10 µM; 360,000 compounds, 0.12% hits; AID 588501; further: plate controls were buffer without enzyme for full effect and enzyme alone for no effect
BoNT-A LC inh2 – inhibitors of Botulinum neurotoxin A light chain protease. multiplex microsphere protease substrate cleavage, flow cytometry. inhibition, % at 10 µM. 360,000 compounds, 0.17% hits; further: plate controls were buffer without enzyme for full effect and enzyme alone for no effect
BioA inh – BioA (M. tuberculosis) enzyme inhibition. AID 602481. 360,000 compounds, 0.096% hits. purified M. tuberculosis BioA enzyme, plate reader. inhibition, % at 9.99 µM; in the data active means inhibition above about 40%; inconclusive means no clear call, values can overlap the other calls
BoNT-F LC inh – BoNT F light chain protease inhibition; 360,000 compounds, 0.22% hits; inhibition, % at 10 µM; AID 588497; Multiplex microsphere protease cleavage assay, flow cytometry; in the data active means inhibition above about 35%, passing the limit was not always enough; inconclusive means no clear call, values can overlap the other calls; further: plate controls were buffer without enzyme for full effect and enzyme alone for no effect
FBA Mtb inh – Mtb fructose-bisphosphate aldolase inhibition. P9WQA3. purified M. tuberculosis FBA, fluorescence read-out. inhibition, % at 1 µM. 360,000 compounds, 2.3% hits. AID 588726; in the data active means inhibition above about 27%;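 further: 0% = vehicle and 100% = reference inhibitor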
Target sequence (P9WQA3 whole entry, looked up): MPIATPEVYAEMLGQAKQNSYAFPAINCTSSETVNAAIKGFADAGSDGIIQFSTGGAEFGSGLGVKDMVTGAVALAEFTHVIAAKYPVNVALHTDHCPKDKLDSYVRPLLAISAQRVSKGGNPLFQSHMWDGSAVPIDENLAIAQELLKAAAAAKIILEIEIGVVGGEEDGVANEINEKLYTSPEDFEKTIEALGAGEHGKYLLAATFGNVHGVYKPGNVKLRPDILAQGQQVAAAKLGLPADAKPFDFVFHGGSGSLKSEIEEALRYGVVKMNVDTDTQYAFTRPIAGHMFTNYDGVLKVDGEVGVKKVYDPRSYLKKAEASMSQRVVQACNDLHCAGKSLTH
FadD28 FP inh – M. tuberculosis FadD28 bisubstrate binding inhibition; FadD28 bisubstrate probe binding, fluorescence polarization; inhibition, % at 12.5 µM; 360,000 compounds, 0.22% hits; in the data active means inhibition above about 8.5%, passing the limit was not always enough; inconclusive means no clear call, values can overlap the other calls
Mtb UGM inh – inhibitors of M. tuberculosis UDP-galactopyranose mutase; 320,000 compounds, 0.06% hits; inhibition, % at 10 µM; purified UGM, fluorescence polarization probe displacement; in the data active means inhibition above about 10%, passing the limit was not always enough; inconclusive means no clear call, values can overlap the other calls
Target sequence (P9WIQ1 whole entry, looked up): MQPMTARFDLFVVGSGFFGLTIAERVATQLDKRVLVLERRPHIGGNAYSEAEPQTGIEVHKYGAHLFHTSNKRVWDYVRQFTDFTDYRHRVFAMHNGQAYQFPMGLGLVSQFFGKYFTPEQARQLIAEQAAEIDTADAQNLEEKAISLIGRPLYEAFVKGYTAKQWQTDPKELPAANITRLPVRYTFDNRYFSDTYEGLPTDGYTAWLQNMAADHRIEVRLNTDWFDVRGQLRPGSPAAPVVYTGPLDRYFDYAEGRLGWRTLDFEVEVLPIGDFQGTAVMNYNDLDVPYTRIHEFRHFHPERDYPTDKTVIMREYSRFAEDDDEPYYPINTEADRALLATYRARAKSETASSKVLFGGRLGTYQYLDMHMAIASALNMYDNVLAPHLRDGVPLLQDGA
PfHsp40 rescue – rescue of PfHsp40-mediated yeast toxicity; AID 504582; 340,000 compounds, 0.68% hits; S. cerevisiae expressing PfHsp40, growth rescue, ATP luminescence; growth rescue, % at 12.5 µM; in the data active means growth rescue above about 28%, passing the limit was not always enough; inconclusive means no clear call, values can overlap the other calls;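 further: yeast W303a lacking pdr1 and pdr3 grown in galactose medium; growth measured after three days at 30 °C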
GDH-TPI inh – counter-screen for M. tuberculosis FBA inhibitors: GDH-TPI coupled enzymes | 360,000 compounds, 1.2% hits | AID 588335 | inhibition, % at 4.8 µM | GDH-TPI coupled enzyme counterscreen, NADH absorbance; in the data active means inhibition above about 30%;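 further: 0% = DMSO wells and 100% = wells lacking the enzyme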
* = called active by the depositor; ? = inconclusive; . = not tested or not shown; & = joins results of further samples. Unless noted, no stated cut-off is given here; in the data, active means inhibition above about 30%; inconclusive means no clear call, values can overlap the other calls; inactive means below that. Outcome played no part in choosing rows. About 4.7% of those tested had a hit in this group.

SMILES	Anthrax LF prot	BoNT-A LC inh2	BioA inh	BoNT-F LC inh	FBA Mtb inh	FadD28 FP inh	Mtb UGM inh	PfHsp40 rescue	GDH-TPI inh
COc1ccccc1N(C(C)=O)C1SC(=O)N(c2ccccc2)C1=O (stereo unspecified)	-3	1.5	0.6	8	-5	-2.1	-1.7	-1.8	-4
Cc1noc(C)c1C(=O)N1CCCC(C(=O)c2cccc(C(F)(F)F)c2)C1 (stereo unspecified)	-2	-0.4	3.0	0	-2	-4.1	2.2	-2.8	4
Cc1nn(-c2ccccc2)c(C)c1NC(=O)c1ccc(S(=O)(=O)N2CCCC2)cc1	-4	-0.9	-0.7	-14	-1	2.3	1.1	0.3	3
Oc1ccc(Cn2ccnc2)c2cccnc12	-2	-3.1	.	-8	1	-1.5	0.9	0.4	7
COc1ccc(F)cc1CN1CCN(C(=O)c2ccc(S(=O)(=O)N3CCCCCC3)cc2)CC1	-1	0.4	-0.7	-1	0	-2.3	.	-0.5	-8
CN(C)S(=O)(=O)c1cccc(NC(=S)Nc2ccc3cn[nH]c3c2)c1	-1	-0.8	.	-6	5	1.1	-1.5	-0.9	0
Cc1ccc(-n2nc3c(=O)n(CCCC(=O)NCc4cccc(Cl)c4)nc(C)c3c2C)cc1	-2	1.1	5.2	-4	-2	-2.4	3.0	0.1	4
COC(=O)c1c(NC(=O)Cn2cc([N+](=O)[O-])cn2)sc2c1CCC2	-4	0.3	-0.7	0	1	-1.0	-0.7	-0.5	18
CC(=O)Nc1ccc(NS(=O)(=O)c2ccc3c(c2)NC(=O)CC(=O)N3)cc1	2	0.3	0.5	-4	0	0.9	-1.7	-0.5	6
Cc1ccc(NC(=O)c2ccccc2NC(=O)Cc2ccccc2)cc1	-1	-0.9	.	-4	-2	-3.6	0.0	0.1	-3
CCN(CC(=O)NCc1cccs1)S(=O)(=O)c1cccc(Br)c1	-6	-0.5	2.3	-10	1	-1.7	-0.4	0.6	4
COC(=O)c1sccc1NC(=O)CSc1cccc(Cl)c1Cl	-2	0.1	.	-9	-3	-0.5	-0.9	1.9	-1
Cc1cc(C)nc(N2CCC(C(=O)Nc3ccc4c(c3)CCC4)CC2)n1	1	2.3	.	2	2	0.6	-0.3	-0.1	-1
NC(=O)c1cc[n+](CC(=O)c2ccc(NC(=O)c3ccccc3)cc2)cc1	0	-0.2	.	-2	0	-1.4	0.2	1.1	7
O=C(NCc1ccc(F)cc1)c1cnc2n(c1=O)CCS2	-10	0.0	0.2	-4	1	-0.6	-0.7	1.2	1
COCCN(C(=O)c1snc(C(N)=O)c1N)C(C(=O)NC1CCCCC1)c1ccc(N(C)C)cc1 (stereo unspecified)	6	-0.6	-1.0	-19	2	-1.1	4.6	-0.5	10
COc1ccc(-n2nc(C(=O)NCC3CCCO3)c3ccccc3c2=O)cc1 (stereo unspecified)	-1	-2.2	0.2	-2	2	-1.9	0.7	0.4	4
CSc1nc2ccc(NC(=O)c3ccco3)cc2s1	-3	0.7	.	-6	-4	-5.0	-3.5	2.3	21
O=C(NC1CC1)c1ccc(-n2cccc2)cc1	0	-0.5	.	-2	6	-0.8	3.4	-0.9	7
CC(C)S(=O)(=O)NC(=O)C1(C)CCN1C(=O)Cc1ccccc1 (stereo unspecified)	-6	-0.6	-1.1	1	0	-3.0	.	.	-4
Cc1ccc(NC(=O)CN(C)S(=O)(=O)c2cccc3cccnc23)cc1F	0	0.9	1.8	-6	-7	-4.0	0.0	0.3	7
Brc1ccccc1-c1ccccc1	0	0.7	-1.4	5	0	-0.9	-0.4	-0.2	6
O=C(c1ccc(F)cc1)N1CCC2(CC1)OCCO2	-2	-4.0	4.4	?	0	-1.5	-0.2	-1.0	-2
C[C@@H]1CN([C@H](C)CO)C(=O)CCCn2nncc2CO[C@H]1CN(C)C(=O)CCC(F)(F)F	-10	-0.3	-0.8&-0.6	3	1	-2.2	.	.	6
CCOc1cccc(/C=N/NC(=O)CC2C(=O)NN=C2C)c1O (stereo unspecified)	-1	0.5	.	-5	-3	-3.7	-3.1	-1.0	-2
Cc1cccn2c(=O)nc(SCC(=O)NCc3ccco3)nc12	3	3.4	1.1	5	-2	-1.0	-0.7	0.8	4
O=C(Nc1cccc(C(F)(F)F)c1)C1CCN(S(=O)(=O)c2cnc[nH]2)CC1	-6	-1.0	-0.5	-22	-3	1.1	-1.1	0.0	7
CCOC(=O)C1CCN(C(=O)COC(=O)c2ccc(=O)n(Cc3ccccc3)n2)CC1	0	-1.8	-2.3	-13	1	-1.3	-1.8	0.5	-1
Cc1nn(C)c(C)c1CN(Cc1nc(-c2cc(F)ccc2F)oc1C)C1CC1	1	-1.7	-0.7	0	-4	0.4	2.4	3.1	10
Cc1ccc(N(C(=O)CNC(=O)c2ccco2)C(C(=O)NC2CCCCC2)c2cccnc2)cc1 (stereo unspecified)	0	0.8	0.2	5	0	-3.8	0.0	-1.4	0
O=C(CSc1nc2ccccc2c(=O)n1Cc1ccc(C(=O)NC2CC2)cc1)NCc1ccco1	1	2.6	-1.6	3	2	-1.6	0.4	1.0	-5
O=c1cc(-c2ccccc2)nc(SCc2ccccc2F)[nH]1	-2	-0.9	.	-1	1	-0.7	-2.9	0.8	2
CCN(CC)c1ccc2cc(S(=O)(=O)c3ccc(Cl)cc3)c(=O)oc2c1	42*	68*	-20	21	9	-0.1	20*	-0.4	16
Cc1ccccc1NC(=O)N1CCCC1C(=O)NCc1ccccc1 (stereo unspecified)	.	.	-1.9	.	1	-1.0	-0.4	-1.5	3
CC(C)CCNC(=O)c1cccc(Cl)c1	-1	0.1	-0.1	27	-8	-1.9	-1.3	0.0	8
Cc1ccc2[nH]c(=O)c(-c3noc(CC(C)C)n3)cc2c1	7	0.1	0.3	-2	21	-1.0	-0.3	5.3	9
Cc1cc(=O)oc2cc(OCC(=O)N3CCN(c4ccc(F)cc4)CC3)c(Cl)cc12	-1	1.2	-0.7	-1	2	-0.5	1.2	-0.2	8
O=C1NC2=C(CCc3ccccc32)C(c2ccccc2)N1 (stereo unspecified)	-5	-1.5	-0.6	-2	8	-0.5	-1.2	-1.8	2
COc1cc(/C=C/C(=O)Nc2ccc(S(=O)(=O)Nc3onc(C)c3C)cc2)cc(OC)c1OC	-4	0.2	1.3	-5	0	2.8	.	0.2	39*
O=C(O)c1ccc(Cl)c(S(=O)(=O)N(Cc2ccccc2)c2ccc(Cl)cc2)c1	7	5.3	5.3	8	6	-7.4	2.4	3.9	6
CC(=O)Nc1ccc(NC(=O)COC(=O)CCNS(=O)(=O)c2c(Cl)cccc2Cl)cc1	-2	-0.2	-0.1	-6	8	-1.0	.	-0.5	1
CCCN(CC1CC1)C(=S)NC(=O)c1ccccc1C	-9	0.1	-0.7	2	-3	-3.1	.	.	-4
CCN(CC(=O)NC(=O)NCc1ccccc1)CC(=O)Nc1cc(Cl)ccc1C	-8	-0.4	0.8	-2	3	-2.8	3.4	1.9	-4
CCN(CC(=O)Nc1ccccc1C(F)(F)F)C(=O)/C=C/c1ccc(Cl)c([N+](=O)[O-])c1	-3	-3.1	-3.3	0	-2	-0.4	0.0	0.2	5
CN(C(=O)CN1CCN(c2cnn(-c3ccccc3)c(=O)c2Cl)CC1)C1CCS(=O)(=O)C1 (stereo unspecified)	-4	-0.7	-0.2	-5	-1	-3.3	-0.4	-0.3	20

Ordered by count of non-hydrogen atoms (falling): part of the list above.
SMILES	Anthrax LF prot	BoNT-A LC inh2	BioA inh	BoNT-F LC inh	FBA Mtb inh	FadD28 FP inh	Mtb UGM inh	PfHsp40 rescue	GDH-TPI inh
COCCN(C(=O)c1snc(C(N)=O)c1N)C(C(=O)NC1CCCCC1)c1ccc(N(C)C)cc1 (stereo unspecified)	6	-0.6	-1.0	-19	2	-1.1	4.6	-0.5	10
COc1ccc(F)cc1CN1CCN(C(=O)c2ccc(S(=O)(=O)N3CCCCCC3)cc2)CC1	-1	0.4	-0.7	-1	0	-2.3	.	-0.5	-8
Cc1ccc(-n2nc3c(=O)n(CCCC(=O)NCc4cccc(Cl)c4)nc(C)c3c2C)cc1	-2	1.1	5.2	-4	-2	-2.4	3.0	0.1	4
Cc1ccc(NC(=O)CN(C)S(=O)(=O)c2cccc3cccnc23)cc1F	0	0.9	1.8	-6	-7	-4.0	0.0	0.3	7
CCOc1cccc(/C=N/NC(=O)CC2C(=O)NN=C2C)c1O (stereo unspecified)	-1	0.5	.	-5	-3	-3.7	-3.1	-1.0	-2

New compounds follow:
SMILES	Anthrax LF prot	BoNT-A LC inh2	BioA inh	BoNT-F LC inh	FBA Mtb inh	FadD28 FP inh	Mtb UGM inh	PfHsp40 rescue	GDH-TPI inh
Clc1ccc(-c2nnc(-c3ccccc3)c(N3CCSCC3)n2)cc1	-6	0.0	0.4	-38	2	-3.6	-1.9	3.5	10
Cc1ccccc1OCC(=O)Nc1c2c(nn1C(C)(C)C)CS(=O)(=O)C2	1	-1.9	-0.9	1	4	-0.9	3.3	-1.0	0
COc1cc2c(cc1OC)CN(C(=O)CN(C)S(=O)(=O)c1ccc(NC(C)=O)cc1)CC2	1	1.5	1.1	2	-3	-2.2	1.2	-0.9	13
CC1CCc2cc(F)cc3c(=O)c(C(=O)O)cn1c23 (stereo unspecified)	-3	-0.6	0.2	-1	4	-2.8	0.4	-1.8	21
CC(C)c1ccc(S(=O)(=O)N2CCC(C(=O)NCc3ccco3)CC2)cc1	0	2.5	2.5	5	1	-2.0	.	1.2	5
COc1cccc(NC(=O)Cn2c(=O)n(CC3CCCO3)c(=O)c3ccccc32)c1 (stereo unspecified)	0	1.1	2.2	9	6	0.6	-1.4	-0.3	-12
C/C(=N\NC(=O)c1cccnc1)c1ccc(Br)cc1	-12	0.7	16	7	-1	-1.4	-0.9	0.1	9
COc1ccc(-n2c(C(C)n3nc(C)c([N+](=O)[O-])c3C)n[nH]c2=S)cc1 (stereo unspecified)	-13	0.0	-4.5	12	3	0.4	-2.8	-1.8	5
COc1ccc(NC(=O)Nc2sc(=S)n(C)c2C)cc1	0	-0.4	.	1	2	-0.4	2.3	-1.4	6
CCOC(=O)/C(C#N)=C\c1ccc(O)c(OC)c1	1	0.8	.	4	-25	0.9	0.7	1.2	7
O=[N+]([O-])c1ccc(N/N=C/c2cccs2)nc1	2	-1.3	.	-18	-6	-0.8	-0.5	-1.4	7
COc1cccc(-n2c(C)nc3cc(C(=O)O)ccc32)c1	-2	-0.7	1.8	-1	0	-2.2	0.3	1.8	-10
OCCN(Cc1ccccc1)CC1CC=CCC1 (stereo unspecified)	-6	1.7	0.1	14	2	-0.6	-0.1	0.0	1
O=C(Cc1cccc(NC(=O)C2CCCN(C(=O)c3ccccc3)C2)c1)Nc1ccc(C(=O)N2CCOCC2)cc1 (stereo unspecified)	-4	-0.4	-0.6	-6	3	-1.3	.	-0.9	-15
O=C(NCc1ccc(F)cc1)c1cc2n(n1)C(C(F)(F)F)CC(C1CC1)N2 (stereo unspecified)	2	-0.5	0.9	-9	-3	-3.6	-0.1	0.9	4
C[C@H](CO)N1C[C@H](C)[C@@H](CN(C)Cc2ccc(-c3ccccc3)cc2)Oc2c(NS(=O)(=O)c3ccccc3)cccc2C1=O	-5	0.4	-0.3&0.6	2	4	-2.1	-1.0	0.1	11
Cc1csc(NC(=O)Cn2nc(C)c([N+](=O)[O-])c2C)n1	0	-0.1	.	0	-5	-2.6	0.2	-1.1	-1
CN(C(=O)c1cc(S(=O)(=O)N2CCOCC2)cs1)c1ccccc1	0	0.6	-0.5	5	1	-1.6	-1.3	-0.8	14
CCOP(=O)(OCC)/C(C#N)=C/c1ccc(Br)cc1	-4	2.3	.	?	5	-3.3	-0.4	-0.1	10
O=C(CCc1ccccc1)Nc1ccc(S(=O)(=O)N2CCOCC2)cc1	-9	0.0	-0.6	1	0	-3.3	0.1	6.5	3
Cc1cc(N2C(=O)C3CCCN3C2c2cccc(Cl)c2)no1 (stereo unspecified)	2	-1.3	-0.3	-10	2	0.0	-1.5	0.0	19
CCOc1ccc(C(=O)NCC(=O)OCC(=O)NC2CCCC2)cc1	-4	-0.8	.	-6	-3	-1.4	2.2	-0.8	-9
O=C(c1ccoc1)N1CCC2(CCCN(Cc3ccc(F)c(F)c3)C2)C1 (stereo unspecified)	-2	-3.4	5.6	5	4	-1.3	2.7	-0.6	8

Screens from PubChem.
